Bioassay records: PubChem, Broad Institute
F508del corr: CFTR F508del correction in bronchial cells. CFBE cells, YFP halide quenching; stimulated with forskolin plus potentiator P3; % fluorescence drop versus neutral controls. AID 720511. 0.36% of 350,000 active. activity (quench increase), % at 7.58 µM;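 active = mean added fluorescence quench of at least 8% versus neutral control, with both replicates also reaching 8%; inconclusive = only one of the mean or replicate conditions met; inactive = mean below 8% and not both replicates reaching 8%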;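 also: cells transiently co-express mutant CFTR-F508del with the halide-sensitive YFP; corrector assay measuring rescue of mutant channel to the surface after 24 h compound exposure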
INS-1E GSIS act: primary screen for activators of insulin secretion dependent on glucose, INS-1E cells, GLuc reporter luminescence; 0.61% of 370,000 active; activation, % at 16.6 µM; INS-1E GLuc reporter insulin secretion, 2-3 h; AID 743287;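 active = lowest replicate activation of at least 40%, so every replicate reaches that level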;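 also: 0% = median of neutral control wells and 100% = median of IBMX positive control wells; some compounds called inactive have numbers as strong as hits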
RAD54 inh: RAD54 (human) branch migration inhibition; Q92698; RAD54 Holliday junction branch migration, FAM/BHQ fluorescence; inhibition, % at 10.4 µM; 0.14% of 360,000 active; AID 602329;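 active = mean normalized replicate activity at least 40 and at least half of replicates scoring 40 or more; inconclusive = only one of the two criteria met; inactive = mean below 40 and under half of replicates reaching 40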;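 also: 0% = median of neutral control wells and 100% = median of positive control wells; inhibitors cause a drop in the FAM fluorescence signal; in these data hits start at about 50%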
esBAF inh: inhibitors of esBAF chromatin remodeling in mouse ES cells | Bmi1-luciferase knock-in reporter, 24 h; 100% = twice the neutral-well signal | reporter increase, % at 12.5 µM | 2% of 350,000 active; in the data active = activation above about 40%; inconclusive = no clear call, values can overlap the other calls;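 also: 0% = median of the plate's neutral control wells and 100% = double that signal; a rise in the Bmi1 reporter signal indicates esBAF inhibition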
Xi reactivation: activators of X-chromosome reactivation in mouse fibroblasts; 0.055% of 360,000 active; activation, % at 7.58 µM; XiGFP mouse fibroblasts, % GFP-positive cells imaging, 3 d; cells co-treated with 5-aza-dC sensitizer; scaled so ellipticine positive control = 100%;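 active = mean normalized replicate activation at least 10% and every replicate at or above 10%; inconclusive = only one of the two criteria met; inactive = mean below 10% and not all replicates reach 10%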;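 also: 0% = median of on-plate neutral control wells and 100% = ellipticine 6 µM median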
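Material: SV40-immortalized XiGFP fibroblast cells, line 68-5-11 | Buffer or medium: DMEM containing 5-aza-dC | Dosing: One concentration, pinned | Times: 3 d treatment, 15 min room-temperature fixation | Controls: Ellipticine 6 µM positive control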
ARNT-TACC3 inh: disruptors of human ARNT/TACC3 interaction. AlphaScreen His-ARNT PAS-B/GST-TACC3 binding, luminescence; TACC3 fragment carries E629A point mutation. inhibition, % at 9.99 µM. 0.66% of 390,000 active;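 active = mean inhibition of replicates at least 50% and at least half of replicates each reaching 50%; inconclusive = half or more replicates reach 50% but mean below 50%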;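 also: 0% = complete ARNT plus TACC3 wells and 100% = ARNT alone without TACC3; many hits fall short of the cut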
ERAP1 inh: inhibitors of human ERAP1 aminopeptidase; 0.15% of 340,000 active; recombinant ERAP1, Leu-AMC fluorescence, 60 min; Q9NZ08; inhibition, % at 10.7 µM;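 active = mean replicate inhibition of at least 30%, or all replicates individually reaching that 30% level; inactive = mean below 30% and not every replicate reaching it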;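 also: 0% = neutral control wells and 100% = L-leucinethiol positive control wells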
Target sequence (Q9NZ08 whole entry, looked up): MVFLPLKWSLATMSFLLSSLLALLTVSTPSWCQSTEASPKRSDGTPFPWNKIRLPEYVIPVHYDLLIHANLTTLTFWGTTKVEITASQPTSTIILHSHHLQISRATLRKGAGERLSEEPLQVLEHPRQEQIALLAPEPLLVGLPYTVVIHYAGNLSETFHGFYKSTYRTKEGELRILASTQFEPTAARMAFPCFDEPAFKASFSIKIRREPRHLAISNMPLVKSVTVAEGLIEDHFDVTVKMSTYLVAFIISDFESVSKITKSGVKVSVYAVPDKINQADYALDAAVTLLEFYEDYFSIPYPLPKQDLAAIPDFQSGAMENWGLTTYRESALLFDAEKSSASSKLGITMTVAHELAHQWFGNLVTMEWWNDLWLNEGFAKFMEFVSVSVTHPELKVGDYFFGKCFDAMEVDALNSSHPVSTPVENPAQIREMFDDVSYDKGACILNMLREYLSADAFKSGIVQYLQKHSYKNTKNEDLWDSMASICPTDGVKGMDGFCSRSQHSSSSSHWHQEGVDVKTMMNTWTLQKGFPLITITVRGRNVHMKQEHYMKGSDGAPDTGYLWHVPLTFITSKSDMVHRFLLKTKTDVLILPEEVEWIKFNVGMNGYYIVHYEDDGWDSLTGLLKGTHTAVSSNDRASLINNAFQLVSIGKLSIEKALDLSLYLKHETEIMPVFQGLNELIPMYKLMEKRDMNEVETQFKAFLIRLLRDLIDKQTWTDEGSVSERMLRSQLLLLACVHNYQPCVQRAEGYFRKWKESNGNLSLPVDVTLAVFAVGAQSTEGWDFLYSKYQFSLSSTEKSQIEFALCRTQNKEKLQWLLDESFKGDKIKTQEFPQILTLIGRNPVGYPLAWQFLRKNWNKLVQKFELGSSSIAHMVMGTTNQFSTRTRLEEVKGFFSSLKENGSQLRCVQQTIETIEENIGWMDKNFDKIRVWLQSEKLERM
RAD52 inh: inhibitors of human RAD52 DNA annealing; inhibition, % at 18.7 µM; 0.46% of 360,000 active; recombinant RAD52 DNA annealing, FRET fluorescence; AID 651710; P43351;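 active = every replicate showing at least 50% inhibition; inconclusive = mean inhibition at least 50% but not in every replicate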
Starred values were filed as active, the others as inactive; ? = inconclusive; · = not tested or not shown; & = joins results of further samples.

SMILES	F508del corr	INS-1E GSIS act	RAD54 inh	esBAF inh	Xi reactivation	ARNT-TACC3 inh	ERAP1 inh	RAD52 inh
CN(C)S(=O)(=O)c1ccc(NC(=O)C2CC(=O)N(Cc3ccccc3)C2)cc1 (stereo not given)	0.8	8.1	·	·	0.0	-9.4	1.8	-16.9
Cc1nc([N+](=O)[O-])cn1CC(Cl)Cn1cc([N+](=O)[O-])nc1C	-6.6	-28.9	·	·	-0.1	·	0.6	-6.5
C=CCOc1nc2c(c(=O)n(C)c(=O)n2C)n1C	-1.2	14.9	-8.8	6.6	·	-0.9	3.2	-6.0
C[C@@H]1CN([C@@H](C)CO)C(=O)Cc2cc(NS(C)(=O)=O)ccc2O[C@H]1CN(C)Cc1ccc(C(=O)O)cc1	-1.6	3.1	-3.5	-1.2	0.0	-0.1	0.5	-1.3
C[C@H]1CN([C@@H](C)CO)C(=O)c2cccc(NC(=O)C3CC3)c2O[C@H]1CN(C)Cc1ccc(C(F)(F)F)cc1	-0.4&1.7	-0.2&-11.0	2.1&-13.5	-4.0&-13.2	0.5&0.0	-2.0&-6.8	-1.1	-11.6
COCC(=O)Nc1ccc2c(c1)[C@H]1C[C@H](CC(=O)N[C@H](C)c3ccccc3)O[C@H](CO)[C@H]1O2	1.5	3.6	-2.4	0.6	0.0	5.9	-1.3	-8.1
O=C(Nc1nnc(C2CCCO2)s1)c1cccs1 (stereo not given)	·	3.4	-5.8	?	·	-11.5	·	·
CC1CCCN(CCCNC(=O)c2ccc(CS(=O)(=O)Cc3cccc(Cl)c3)o2)C1 (stereo not given)	-1.0	19.8	-11.6	-3.1	0.0	-2.2	-1.8	0.9
CCN(CC)c1ccc(C(=O)Nc2ccccc2)cc1[N+](=O)[O-]	-0.4	-16.3	·	·	0.0	-0.7	2.7	-12.0
Cc1ccc(CSc2nnc(-c3cccc4ccccc34)o2)cc1	-8.5	-0.5	0.1	-3.0	0.3	-7.8	0.2	-19.7
O=C(CCc1ccccc1)NCC(c1ccco1)N1CCc2ccccc21 (stereo not given)	14.3*	-27.4	-0.9	-29.6	1.0	-12.9	-3.0	-7.0
COc1ccc(CCN2C(=O)C3C4CCC(C4=C(C)C)C3C2=O)cc1OC (stereo not given)	·	·	·	·	-0.2	1.3	1.0	-0.2
Cc1nn(CC#N)c(=O)n1N(C)c1ncc(C(F)(F)F)cc1Cl	-0.9	20.1	-2.0	-5.9	-0.1	1.2	1.4	-7.3
Cc1nc(Nc2ccc3c(c2)OCCO3)c2c(C)c(C)sc2n1	5.5	3.8	·	·	0.0	1.7	-1.5	-15.7
COc1ccc(S(=O)(=O)N(C)C[C@H]2Oc3c(NC(=O)Nc4ccc(F)cc4)cccc3C(=O)N([C@@H](C)CO)C[C@@H]2C)cc1	-2.3	-17.2	·	-1.2	-0.1	·	0.0	11.7
CCOC(=O)CC(=O)Nc1c(C)cc(C)cc1C	-2.6	-7.9	-1.4	-3.9	·	1.1	1.4	-14.9
COc1ccc(C2=NOC(Cn3nc(-c4ccccc4)cc3C(=O)NCc3ccc(C)cc3)C2)cc1 (stereo not given)	4.6	·	1.7	-1.7	0.0	-1.6	1.1	-12.1
O=C(CN1C(=O)NC2(CCCC2)C1=O)c1ccc(Cl)s1	-1.0	3.5	·	14.8	-0.1	1.1	-4.0	-22.7
CN1CCN(NC(=O)c2cc(-c3cccc(Cl)c3)nc3ccccc23)CC1	-1.4	-4.3	·	·	0.0	-4.2	0.5	9.1
CC(C)NC(=O)N1CCCCN2[C@H](CO)[C@H](c3ccc(C#C[C@@H](C)O)cc3)[C@@H]2C1	1.4	12.0	11.2	·	0.2	-4.6	-1.2	-5.0
CC(C)C[C@H](NC(=O)c1[nH]cnc1C(=O)N[C@H](C)c1ccccc1)C(=O)OC(C)(C)C	1.9	32.8	0.5	·	0.0	0.8	-4.1	-8.2
COc1cc(C(CCN2CCN(c3ccccc3)CC2)c2c(OC)cc(OC)c3ccc(=O)oc23)cc(OC)c1OC (stereo not given)	2.2	-32.3	4.1	11.4	0.3	3.3	-4.8	-11.0
Nc1n[nH]c2ccccc12	-0.2	8.2	·	·	0.0	-3.5	-0.8	-10.1
C#Cc1ccc([C@H]2C=C(C(=O)OCC=C)O[C@@H](OCc3ccc(CO)cc3)C2)cc1	1.1	15.5	-7.4	9.5	0.0	-3.9	-2.2	-48.0
O=C(NCC[C@H]1CC[C@@H](NC(=O)c2cccnc2)[C@@H](CO)O1)Nc1ccc(Cl)cc1	-0.9	-7.5&-7.8	2.2	6.5	0.0&0.1	-5.9	-1.8	8.3

Pulled by structure from the entries so far:
SMILES	F508del corr	INS-1E GSIS act	RAD54 inh	esBAF inh	Xi reactivation	ARNT-TACC3 inh	ERAP1 inh	RAD52 inh
CN(C)S(=O)(=O)c1ccc(NC(=O)C2CC(=O)N(Cc3ccccc3)C2)cc1 (stereo not given)	0.8	8.1	·	·	0.0	-9.4	1.8	-16.9
CCN(CC)c1ccc(C(=O)Nc2ccccc2)cc1[N+](=O)[O-]	-0.4	-16.3	·	·	0.0	-0.7	2.7	-12.0
C[C@@H]1CN([C@@H](C)CO)C(=O)Cc2cc(NS(C)(=O)=O)ccc2O[C@H]1CN(C)Cc1ccc(C(=O)O)cc1	-1.6	3.1	-3.5	-1.2	0.0	-0.1	0.5	-1.3

(continued)
SMILES	F508del corr	INS-1E GSIS act	RAD54 inh	esBAF inh	Xi reactivation	ARNT-TACC3 inh	ERAP1 inh	RAD52 inh
O=C(Cn1c(=O)oc2cc(S(=O)(=O)N3CCCC3)ccc21)N1CCN(C2CCCCC2)CC1	-4.0	7.6	1.1	14.2	-0.1	-2.0	5.2	-2.2
CC1=C(c2ccc(C)cc2)S(=O)(=O)N(CC(=O)O)C1=O	·	21.5	6.9	-8.0	·	7.6	·	·
CCCCN(C(=O)C1CCC1)c1c(N)n(CC(C)C)c(=O)[nH]c1=O	1.6	10.9	·	-0.9	0.3	-1.5	2.0	-4.5
CSCCC(NC(=O)c1ccc(Cl)cc1)C(=O)OCC(=O)Nc1cc(Cl)ccc1C (stereo not given)	·	·	-6.7	·	0.5	-2.4	-5.8	-7.7
CC(=O)c1c(C)[nH]c(C(=O)Nc2ccccc2N2CCOCC2)c1C	-1.3	4.3	6.0	-0.2	0.0	19.3	2.7	-9.7
COc1cc(OC)cc(C(=O)Nc2cc(C)on2)c1	1.9	1.0	-4.1	1.8	0.0	-1.1	2.2	-4.8
Cc1noc(C)c1S(=O)(=O)Nc1ccc2c(c1)C(=O)N([C@H](C)CO)C[C@@H](C)[C@@H](CN(C)C(=O)Nc1ccc3c(c1)OCO3)O2	0.2	18.5	-4.5	-0.4	-0.9	3.6	0.6	7.6
C/C=C/c1ccc(OCC(=O)NNC(=O)CN(C)S(=O)(=O)c2ccc(C)cc2)c(OC)c1	-0.4	-19.3	-2.5	2.2	0.0	0.3	0.0	-16.1
CCN=C1S/C(=C\c2ccc(N3CCOCC3)cc2C)C(=O)N1CC	·	22.3	·	·	-0.1	2.1	-11.7	-246.3
Cc1c(NC(=O)c2ccc(F)cc2)c(=O)n(-c2ccccc2)n1C	-1.2	9.5	-8.6	-4.9	0.0	·	4.0	-6.4
CCOc1ccc(CN2CCN(S(=O)(=O)c3ccc(NC(C)=O)cc3)CC2)cc1OC	3.7	6.1	·	·	·	0.7	8.3	-2.8
Cc1cc(C=C2C(=O)c3ccccc3C2=O)c(C)n1-c1ccc(Cl)cc1	2.8	-5.9	·	11.9	·	-0.2	-0.6	-290.6
CCC(=O)N[C@@H]1CC[C@@H](CC(=O)OC)O[C@H]1CO	-3.0	-10.8	-0.2	0.6	-0.2	-7.5	0.2	-5.9
C[C@H]1CN([C@@H](C)CO)C(=O)Cc2cc(NC(=O)C3CCCCC3)ccc2O[C@H]1CN(C)Cc1ccc(C(=O)O)cc1	-1.2	8.2	-13.5	-4.4	-0.1	2.2	-2.5	15.9
CN[C@H]1C[C@H]2c3[nH]c4ccc(-c5cccc(C)c5)cc4c3CCN2C[C@H]1[C@H](C)O	1.0	0.3	3.4	-12.4	0.1	·	1.2	58.5*
COc1ccc(-c2cc(CCCC(=O)NCCc3cc(OC)ccc3OC)no2)cc1	·	-25.9	-13.4	-16.2	·	-2.9	·	·
Cc1ccc(NC2=NC(c3ccccc3)n3c(nc(C)cc3=O)N2)c(C)c1 (stereo not given)	·	-9.5	3.7	-4.8	·	-9.2	·	·
Cc1ccc(-c2nnn(CC(=O)N3C(C)CCCC3C)n2)cc1 (stereo not given)	-0.8	-4.2	-3.8	4.6	0.4	-10.7	·	-9.3
O=C(COC(=O)CCC(=O)N1CCOCC1)Nc1ccc(Br)cc1Br	2.5	9.1	2.6	3.0	0.0	11.0	-6.7	-6.5
C=C1CCC[C@]2(C)C[C@H]3OC(=O)C(CN4CCOCC4)[C@H]3C[C@@H]12 (stereo not given in full)	-11.6	·	-20.0	-1.8	0.1	5.2	-2.8	-11.0
COc1ccc2c3c([nH]c2c1)[C@@H](CO)N(C)CC31CCN(S(=O)(=O)c2cn(C)cn2)CC1	-1.2	14.7	·	·	0.0	·	-1.7	-36.0
CCOC(=O)c1c(C)[nH]c(C(=O)CN2C(=O)NC3(CCCC3)C2=O)c1C	0.6	-4.2	·	·	0.4	-11.5	-3.3	2.1
O=C(Nc1nc(-c2ccco2)c(-c2ccco2)s1)c1ccc(F)cc1F	-0.2	8.5	0.9	·	0.0	0.7	2.4	-10.3
Cc1c(Cl)c([N+](=O)[O-])nn1Cc1ccc(C(=O)NN)o1	1.3	1.8	-9.0	·	0.0	·	3.2	-1.5
O=C(CCSc1ccccc1)NC(=O)COC(=O)c1ccc(OC(F)F)cc1	-0.3	-4.3	·	·	0.4	-2.2	-1.5	-15.1
COC1=C(C)C(O)=C(C(=O)/C=C/c2ccccc2)C(=O)C1(C)C	1.9	·	-4.3	11.2	0.2	-1.4	0.8	-5.8
CC(C)(C)NC(=O)c1cccc(NC(=O)c2ccc3c(c2)C(=O)N(C(C)(C)C)C3=O)c1	-3.3	-16.7	3.3	-6.0	0.0	6.0	-2.0	-0.4
O=C(/C=C/c1cccc(Cl)c1)NCc1ccccc1	-2.4	-10.1	·	·	0.2	14.9	2.3	-19.9
COC(=O)C[C@@H]1C[C@H]2c3cc(NC(=O)C4CCC4)ccc3O[C@H]2[C@@H](CO)O1	0.5&-2.0	0.9&6.6	1.2	-0.5	0.0&0.0	·	-1.4&-0.3	-9.4&-6.1
c1cn2c(NC3CCCC3)c(-c3ccc(N4CCOCC4)cc3)nc2cn1	-1.0	-4.6	4.7	12.9	0.2	-5.1	15.2	-22.6

Entries shown so far that have a COOH group (3):
SMILES	F508del corr	INS-1E GSIS act	RAD54 inh	esBAF inh	Xi reactivation	ARNT-TACC3 inh	ERAP1 inh	RAD52 inh
C[C@@H]1CN([C@@H](C)CO)C(=O)Cc2cc(NS(C)(=O)=O)ccc2O[C@H]1CN(C)Cc1ccc(C(=O)O)cc1	-1.6	3.1	-3.5	-1.2	0.0	-0.1	0.5	-1.3
CC1=C(c2ccc(C)cc2)S(=O)(=O)N(CC(=O)O)C1=O	·	21.5	6.9	-8.0	·	7.6	·	·
C[C@H]1CN([C@@H](C)CO)C(=O)Cc2cc(NC(=O)C3CCCCC3)ccc2O[C@H]1CN(C)Cc1ccc(C(=O)O)cc1	-1.2	8.2	-13.5	-4.4	-0.1	2.2	-2.5	15.9
